High-throughput results: PubChem, several laboratories
CRFR2-BP antag = blocks CRF-induced signaling of the CRF-BP/CRF-R2 complex; inhibition, % at 11.8 µM; AID 588475; 0.59% of 350,000 active; HEK293 CRF-R2/CRF-BP, CRF-induced calcium fluorescence;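 active = inhibition of the ligand-induced calcium signal above about 50% at the single tested concentration, limit read from the data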
M1 PAM = potentiates human M1 receptor response to acetylcholine. P11229. CHO-K1 hM1, Fluo-8 calcium fluorescence, ACh EC20; 0% = ACh EC20, 100% = maximal ACh. activation, % at 3 µM. 0.088% of 360,000 active. AID 588819; in the data active = activation above about 19%, passing the limit was not always enough
CRFBP-R2 agonist = agonists of human CRF-binding protein/CRF-R2 receptor complex. HEK293 CRF-R2/CRF-BP, calcium dye fluorescence (FLIPR); percent of saturating CRF peptide response. activation, % at 13.2 µM. 0.46% of 350,000 active. AID 588473;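 active = activation of at least 50%, plus an integration ratio under a set limit after plate pattern correction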;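 also: plate controls were neutral control wells without compound for no effect and CRF at EC100 for full effect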
M4 antag = blocks acetylcholine activation of human M4 receptor; P08173; CHO-hM4 cells, ACh EC80, Fluo-8 calcium fluorescence; inhibition, % at 3 µM; 0.73% of 360,000 active;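 active = inhibition above its plate's cutoff, the mean inhibition of sample wells plus 3 SD, cut at about 27% in these data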;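 also: 0% = acetylcholine EC80 with DMSO and 100% = DMSO without agonist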
Target sequence (P08173 whole entry, looked up): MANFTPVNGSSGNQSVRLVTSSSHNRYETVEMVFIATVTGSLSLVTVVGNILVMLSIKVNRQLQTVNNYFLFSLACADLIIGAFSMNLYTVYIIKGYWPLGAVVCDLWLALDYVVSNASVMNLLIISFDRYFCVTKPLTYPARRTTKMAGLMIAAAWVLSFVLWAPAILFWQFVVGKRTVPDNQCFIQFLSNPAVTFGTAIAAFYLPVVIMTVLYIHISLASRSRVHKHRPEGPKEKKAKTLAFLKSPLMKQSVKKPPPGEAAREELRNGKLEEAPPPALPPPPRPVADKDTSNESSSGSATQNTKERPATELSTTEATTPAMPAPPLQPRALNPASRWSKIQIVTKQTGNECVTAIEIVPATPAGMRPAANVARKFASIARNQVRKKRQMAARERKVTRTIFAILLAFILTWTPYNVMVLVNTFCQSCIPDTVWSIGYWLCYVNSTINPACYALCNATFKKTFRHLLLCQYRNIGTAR
M4 PAM = potentiates acetylcholine response at human M4 receptor; activation, % at 3 µM; AID 624126; P08173; CHO-K1 hM4/Gqi5, Fluo-8 calcium fluorescence, ACh EC20; 0% = ACh EC20, 100% = maximal ACh; 0.4% of 360,000 active;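 active = activation above its plate's cutoff, the mean activation of sample wells plus 3 SD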; also: some results filed as inactive read as strong as hits
CHRM4 agonist = CHRM4 agonism in calcium assay; CHO-K1 hM4/Gqi5, Fluo-8 calcium fluorescence; vehicle 0%, full acetylcholine response 100%; activation, % at 3 µM; 0.14% of 360,000 active; P08173; AID 624127;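 active = activation above the run mean over all test wells plus 3 SD, cut at about 32% in these data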;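 also: peak over basal fluorescence ratio per well then scaled between controls; 0% = DMSO wells and 100% = acetylcholine at EC100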
CHRM5 PAM = positive allosteric modulators of human muscarinic M5 receptor. P08912. CHO-K1 hM5, Fluo-8 calcium, ACh EC20 PAM; 0% = ACh EC20, 100% = ACh EC100. activation, % at 3 µM. 0.3% of 360,000 active. AID 624038;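 active = activation above the run cutoff, the mean activation of all test compounds plus 3 SD, cut at about 18% in these data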
Target sequence (P08912 whole entry, looked up): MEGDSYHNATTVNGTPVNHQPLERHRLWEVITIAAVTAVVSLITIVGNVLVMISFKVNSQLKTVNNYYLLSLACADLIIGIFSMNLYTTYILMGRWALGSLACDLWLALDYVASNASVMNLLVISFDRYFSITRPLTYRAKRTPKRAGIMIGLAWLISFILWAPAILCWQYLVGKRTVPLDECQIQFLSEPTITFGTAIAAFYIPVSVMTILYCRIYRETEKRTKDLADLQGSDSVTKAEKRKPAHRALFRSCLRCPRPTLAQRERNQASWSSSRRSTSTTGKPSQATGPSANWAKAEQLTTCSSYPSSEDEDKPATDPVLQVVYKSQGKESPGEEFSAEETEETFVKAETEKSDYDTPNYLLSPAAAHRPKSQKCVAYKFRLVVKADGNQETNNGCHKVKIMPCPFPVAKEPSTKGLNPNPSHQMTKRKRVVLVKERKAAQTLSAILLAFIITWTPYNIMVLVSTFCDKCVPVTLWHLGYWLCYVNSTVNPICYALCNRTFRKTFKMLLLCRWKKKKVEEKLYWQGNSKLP
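system = human M5 receptor in CHO-K1 cells | compound = one concentration, 3 µM final (nominal) | schedule = Post-acetylcholine fluorescence recording 140 s | signal = Fluo-8 calcium dye fluorescence, kinetic read | benchmarks = low control EC20 acetylcholine (0%), high control EC100 acetylcholine (100%) | repeats = singlicate, one well per test compound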
CHRM5 agonist = CHRM5 agonism in calcium assay | CHO-K1 hM5 cells, Fluo-8 calcium fluorescence; 0% DMSO wells, 100% maximal acetylcholine response | activation, % at 3 µM | 0.19% of 360,000 active;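 active = activation above the run's mean over test compounds plus 3 SD, cut at about 23% in these data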;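 also: signal is peak over basal fluorescence ratio across the kinetic read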
CHRM5 antagonist = blocks acetylcholine activation of human M5 receptor | P08912 | CHO-hM5 cells, Fluo-8 calcium fluorescence, ACh EC80 | inhibition, % at 3 µM | 0.59% of 360,000 active;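 active = inhibition above a per-plate cutoff, the mean of that plate's test compounds plus 3 SD, cut at about 27% in these data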;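 also: 0% = acetylcholine EC80 with DMSO and 100% = DMSO without agonist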
The depositor's hits bear a star; · = no result given.

Compound	CRFR2-BP antag	M1 PAM	CRFBP-R2 agonist	M4 antag	M4 PAM	CHRM4 agonist	CHRM5 PAM	CHRM5 agonist	CHRM5 antagonist
O=C(NCCCn1ccnc1)c1ccccc1NS(=O)(=O)c1ccc(F)c(F)c1	-8	-5	15	4	-5	-1	0	-6	9
Cc1cccc(N2CCN(c3ccc4cc(S(=O)(=O)N5CCCCC5)ccc4n3)CC2)c1C	0	7	0.1	8	7	1	3	-2	-4
O=C(Nc1cccc(Cl)c1)N1CCOCC1	5	18	0.0	-2	-1	3	-8	6	3
CCn1c(=O)n(CC)c2cc(N3CCCC3)c(NC(=O)c3ccccc3OC)cc21	21	2	-0.5	0	-2	11	0	-4	-8
O=C(Nc1ccccc1N(C(=O)c1ccco1)S(=O)(=O)c1cccs1)c1ccco1	5	-6	-0.2	2	6	0	7	-2	-5
COc1cccc(C(=O)NCC(=O)N/N=C/c2cccnc2)c1	-1	14	-0.3	3	7	2	-3	-4	10
COc1ccc(N(CC(=O)N2CCN(c3cccc(C)c3)C(C)C2)S(=O)(=O)c2c(C)n[nH]c2C)cc1 (stereo unspecified)	2	-2	-1.2	0	-5	3	-5	-4	6
COc1ccc(C(O)c2nc(-c3ccc(N(C)C)cc3)cs2)cc1 (stereo unspecified)	·	-20	·	9	-14	38*	-11	13	2
O=[N+]([O-])c1c(C(Cl)Cl)nn(-c2ccccc2)c1N1CCOCC1	12	1	-1.3	-1	11	2	7	5	2
CC(OC(=O)C1=Cc2ccccc2OC1)C(=O)NCc1ccco1 (stereo unspecified)	2	12	-1.2	-5	4	5	-1	-1	1
Cc1cc(C(=O)O)cc(S(=O)(=O)Nc2ccccc2C(=O)NC2CC2)c1C	14	1	-1.9	-4	-2	0	0	1	7
CC(C)Oc1ccc(/C=C(/NC(=O)c2ccccc2)C(=O)NCCC(=O)O)cc1	-3	11	-0.6	8	-5	0	-2	0	-10
CC(C)(C)NC(=O)NC(=O)COC(=O)COc1ccc2c(c1)CCC2	7	4	-0.8	3	-2	6	-1	0	4
CCOC(=O)CSC1=NN2CCS(=O)(=O)N=C2S1	8	2	-0.4	10	6	2	10	2	2
CCN1C(=NCCCCO)N[C@@H](c2cccc(C(F)(F)F)c2)C(C(=O)OC)=C1C	-8	8	-0.6	0	0	0	-8	0	13
CS(=O)(=O)Nc1ccc(S(=O)(=O)N2CCOCC2)cc1	5	9	-1.0	-3	8	1	1	0	-3
Cc1cc(C)cc(NC(=O)COC(=O)CCC2CCCC2)c1	8	15	-0.8	-8	12	-1	-2	-4	6
CC(C)(C)NC(=O)NC(=O)COC(=O)c1ccco1	-1	3	0.4	13	-4	0	-4	0	5
O=C(Nc1ccc2c(c1)OCCO2)C1CCCN1S(=O)(=O)c1ccc(Cl)cc1 (stereo unspecified)	-16	7	-2.2	0	-3	3	4	-5	-1
Cc1nnc(N2CCCCC2)c2ccccc12	-3	1	-4.1	19	1	0	-1	1	-2
O=C(CCc1ccccc1)Nc1ccncc1	-1	-4	-0.7	-19	3	7	-11	3	3
CCS(=O)(=O)Nc1ccc(C(=O)OC)cc1	5	-2	1.4	0	3	0	-4	-2	0
COc1ccc(C(C)=O)cc1COC(=O)CNC(=O)c1ccccc1F	19	3	-1.9	11	-15	2	-3	-1	2
N=c1c(C(=O)NCc2ccco2)cc2c(=O)n3ccccc3nc2n1C1CCCC1	7	12	9.8	-9	-2	0	-3	-4	16
Cc1cccc(NC(=O)c2cnn(-c3ccc(F)cc3)c2C2CCNCC2)c1C	1	10	-0.1	4	2	1	9	1	-1
Fc1ccc2nc(C3CCN(Cc4nc(CC5CC5)no4)CC3)[nH]c2c1	2	4	-1.4	-9	1	4	8	2	1
CCOC(=O)C1(Cc2cccc(Cl)c2)CCCN(C(=O)c2ccco2)C1 (stereo unspecified)	31	9	-2.4	-8	-5	2	-2	-5	6
O=C(N/N=C/c1c(F)c(F)c(F)c(F)c1F)c1cc(-c2ccccc2)nc2ccccc12	6	1	2.4	-6	-2	0	1	-2	-3
O=C(C=Cc1cccnc1)c1ccccc1	2	-7	-0.3	-11	3	1	4	3	10
COC(=O)c1c(C)[nH]c(C(=O)CN2CCOCC2)c1C	0	9	0.8	8	3	0	4	0	-2
Cc1ccc(C2CC(c3cccs3)=NN2C(=O)CSC2=NCCS2)cc1 (stereo unspecified)	-14	5	2.7	2	0	1	0	-1	11
S=c1[nH]nc2c3c4c(sc3ncn12)CCCC4	17	5	1.7	8	-3	0	1	3	-6
Cc1ccc(C(=O)Nc2nnc([C@H]3C[C@H](O)[C@@H](CO)O3)s2)cc1	·	-4	·	-4	5	2	-1	0	1
COC(=O)c1ccc(-n2nnnc2SCC(=O)Nc2ccccc2F)cc1	10	4	-0.3	2	2	4	-5	0	17
Cc1cc(Cl)ccc1OCC(=O)NCCCN1CCOCC1	-15	2	8.4	-3	2	1	-1	1	-2
CCN(CC)S(=O)(=O)c1ccc(NC(=O)COC(=O)c2ccc(NC(=O)CC#N)cc2)cc1	-9	4	0.4	5	-2	1	0	0	10
CCOC(=O)N1CCC(=NNC(N)=O)CC1	-25	3	-0.6	-14	6	0	-3	-3	2
CS(=O)(=O)n1nc(-c2ccccc2)nc1NCc1ccco1	-34	3	1.6	-4	-3	1	-8	-2	3
N#CC1=C(N)N(c2ccccc2Sc2ccccc2)C(=O)C1	16	1	5.5	10	4	1	-3	1	5
CCC(C)NC(=O)[C@@H]1CCCN1C(=O)C1CCN(S(=O)(=O)c2ccc(C)cc2)CC1 (stereo partly specified)	3	3	-0.1	5	5	2	0	-1	-10
CCN(CC(=O)Nc1ccc(OC)cc1)CC(=O)Nc1ccc(Cl)cc1F	-14	1	-1.8	2	1	1	2	-1	9
Cc1ccc(Nc2ncnc(Cl)c2N)cc1	-24	-3	-1.6	-1	-5	1	-1	2	1
Cc1cccc(NC(=O)c2sc3nc4c(c(-c5cccs5)c3c2N)CN(C)CC4)c1	20	-4	25	6	-6	1	-4	-8	6
O=C(COc1ccc(C(=S)N2CCOCC2)cc1)N1CCCC1	0	7	-0.6	-9	0	0	-2	0	2
Nc1ccc2nc3c(=O)n(C4CCCCC4)c(=O)[nH]c3nc2c1	-119	-15	167*	21	-42	70*	-40	133*	35*
CCN1C(=O)[C@H]2[C@@H](c3ccc(-c4ccccc4)c(OC)c3)N[C@@](Cc3ccccc3)(C(=O)OC)[C@H]2C1=O	0	5	-0.7	-4	7	2	0	3	-2
CCC(CC)C(=O)N(C)c1c(C)nc2c(OCc3ccccc3C(=O)OC)cccn12	·	-12	·	-2	3	1	-5	-1	5
COc1ccc(-c2noc(CCC(=O)NCC3CCN(Cc4cccc(C)c4)CC3)n2)cc1	14	-12	1.0	-11	-13	9	-9	-2	14
CCOc1ccc(Br)cc1S(=O)(=O)Nc1cccc(S(=O)(=O)N(CC)CC)c1	-22	8	-1.3	2	-7	3	-1	0	-1
CCN(c1ccccc1)S(=O)(=O)c1ccc2c(c1)N(C(C)=O)CCO2	-2	1	-0.5	-7	-4	2	-2	-3	6
CCN(CC)c1ccc(-n2c(O)c(C=C3N=c4ccccc4=N3)sc2=S)cc1	1	10	3.4	0	0	1	2	1	-6
CC(C)n1c(O)c(N=NC(=O)CNC(=O)Cc2ccc(Cl)cc2)c2ccccc21	6	-6	0.5	1	-7	8	-8	-4	8
Cc1ccc(-n2nc3c(=O)n(CC(=O)c4ccc(F)cc4)nc(C)c3c2C)cc1	1	1	-2.5	4	-5	-1	3	-2	-3
Cc1ccn2cc(-c3cnoc3C)nc2c1	4	7	-0.7	6	-2	1	6	-2	-5
Nn1c(SCC(=O)NCCC2=CCCCC2)nnc1C(F)(F)F	1	13	0.5	5	9	1	-4	-2	13
COc1cc2c(cc1OC)C(c1cccs1)N(C(=O)c1ccc(S(=O)(=O)N(C)C)cc1)CC2 (stereo unspecified)	10	6	0.2	-1	-9	1	1	-1	5
CCc1nn(C(CC)C(=O)NCc2cccs2)c(=O)c2cc3occc3n12 (stereo unspecified)	-8	3	0.0	8	-4	2	2	-5	3
Cc1ccnc(NC(=O)CCC(=O)N(CC(=O)NCc2ccccc2)c2ccc3c(c2)OCO3)c1	-15	2	-0.9	-5	1	0	5	0	-5
Cc1ccnn1CC(=O)N/N=C/c1ccc2c(c1)OCO2	-22	4	-0.7	-5	1	0	2	-1	-3
Cc1cccc(C(=O)O/N=C(\N)CS(=O)(=O)c2ccccc2)c1	-3	5	-2.0	-1	-6	1	5	-1	1

Shown as a hit in CRFBP-R2 agonist, of those listed so far:
Compound	CRFR2-BP antag	M1 PAM	CRFBP-R2 agonist	M4 antag	M4 PAM	CHRM4 agonist	CHRM5 PAM	CHRM5 agonist	CHRM5 antagonist
Nc1ccc2nc3c(=O)n(C4CCCCC4)c(=O)[nH]c3nc2c1	-119	-15	167*	21	-42	70*	-40	133*	35*

Next entries.
Compound	CRFR2-BP antag	M1 PAM	CRFBP-R2 agonist	M4 antag	M4 PAM	CHRM4 agonist	CHRM5 PAM	CHRM5 agonist	CHRM5 antagonist
CC1CCC(C(C)C)C(OCC(O)CN2CCOCC2)C1 (stereo unspecified)	-5	-2	1.8	2	7	0	2	-5	-1
CCC(C)Nc1nc(N)c([N+](=O)[O-])c(N2CCCCCC2)n1 (stereo unspecified)	-37	4	-2.3	-1	-4	-1	3	-10	-3
Cn1ncc(Cl)c1C(=O)NCc1ccc2c(c1)OCO2	7	5	-1.4	8	1	10	-12	6	0
CCN(Cc1ccccc1)S(=O)(=O)c1ccc(C(=O)N(CCCN(C)C)c2nc3cc(OC)ccc3s2)cc1	-1	4	0.8	-4	-6	8	-1	-3	-4
CCSc1nc2c(c(=O)[nH]1)C(c1ccncc1)C(C(=O)OC(C)C)=C(C)N2 (stereo unspecified)	36	10	-0.6	2	4	4	0	-2	-2
O=C(Nc1ccc([N+](=O)[O-])cc1)C(Cc1ccccc1)N1C(=O)c2cccc3cccc(c23)C1=O (stereo unspecified)	-2	-2	21	-4	2	1	-2	0	-18
O=C(NCCCc1ccccc1)C(=O)c1c[nH]c2ccccc12	23	-1	-6.3	1	-5	2	-7	-3	0
CCCC(=O)Nc1ccc(NC(=O)CCc2ccccc2)cn1	-30	-8	1.2	0	0	3	-1	2	-4
O=C(Nc1cccc(S(=O)(=O)N2CCOCC2)c1)c1cc(S(=O)(=O)N2CCOCC2)c(Cl)cc1Cl	0	-12	-1.2	23	-18	31	-41	4	25
O=C(NCc1ccccc1Cl)[C@H]1CCCN1C(=O)[C@H]1CCCN1C(=O)c1ccccc1	·	·	·	4	2	2	1	5	-7
CCCS(=O)(=O)NC(=O)C1(C)CCN(C(=O)COc2ccc(Cl)cc2Cl)C1 (stereo unspecified)	·	9	·	-6	5	1	-3	1	7
CCOC(=O)/C=c1/s/c(=C/c2ccc3cc(OC)ccc3c2)c(=O)n1CC(=O)NCc1ccc2c(c1)OCO2	-11	11	64*	-4	1	2	-6	39*	38*
CN(C)/N=C/C=C1\CCC/C(=C/c2cccs2)C1=O	-22	-3	3.0	-6	19	2	-1	0	6
